Rac1 act GTP bind – modulators of GTP binding to human Rac1 activated mutant. P63000. GST-Rac1 activated beads, fluorescent GTP binding, flow cytometry; actives lie on both sides; 100% means binding = to untreated wells. percent activity (GTP binding), % at 10 µM. 0.11% of 190,000 active. AID 764;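 active = GTP binding at least 20 percentage points away from the 100% baseline, in either direction, so actives lie on both sides; inconclusive = Compound likely fluorescent itself, or too few beads counted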
HRas wt GTP – modulators of GTP binding to human HRas wildtype; GTP binding activity, % at 10 µM; 0.14% of 190,000 active; GST-Ras wt beads, Bodipy-FL-GTP binding, flow cytometry; actives lie on both sides; P01112;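 active = GTP binding activity at least 20% away from the 100% baseline, either lowered as inhibitor or raised as activator; inconclusive = flagged as likely green fluorescent, judged across all proteins in the well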;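 note: 0% = unlabeled GTP competition control and 100% = no-compound control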
Target sequence (P01112 whole entry, looked up): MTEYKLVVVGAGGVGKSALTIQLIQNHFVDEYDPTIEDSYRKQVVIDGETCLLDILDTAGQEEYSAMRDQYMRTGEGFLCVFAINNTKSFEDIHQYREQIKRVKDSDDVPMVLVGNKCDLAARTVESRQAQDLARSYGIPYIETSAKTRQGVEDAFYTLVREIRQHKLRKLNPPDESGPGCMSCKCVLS
GSH fluor – GSH bead compound fluorescence profile; GSH beads flow cytometry, compound fluorescence 488/530 nm; stronger effect = higher value; fluorescence (KMESF) at 10 µM; 0.25% of 190,000 active; AID 1776; in the data active = fluorescence above about 89;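 note: glutathione beads carrying GST-tagged Bcl family fusion proteins plus one bare bead set; values are compound well signal with DMSO vehicle wells as background; inactives centre near 16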
Avidin fluor – avidin bead compound fluorescence profile; Avidin beads, compound fluorescence 488/530 nm, flow cytometry; stronger effect = higher value; fluorescence (KMESF) at 10 µM; 0.38% of 220,000 active; AID 1775; in the data active = fluorescence above about 47; note: inactives centre near 10
Rab7 wt GTP bind – dog Rab7 wildtype GTP binding, inhibitors and activators. GST-Rab7 beads, fluorescent GTP binding, flow cytometry; actives lie on both sides; untreated = 100%, excess cold GTP = 0%. GTP binding activity (percent of control), % at 10 µM. 0.055% of 190,000 active;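 active = fluorescent GTP binding to Rab7 beads changed by at least 20 points from the 100% baseline, either direction, mostly lower; inconclusive = compound itself probably fluorescent, or too few beads counted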;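 note: median green fluorescence of bound Bodipy-FL-GTP per Rab7 bead population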
Pf gametocyte – inhibitors of late stage P. falciparum gametocyte viability | P. falciparum stage V gametocytes, ATP luminescence, 24 h | inhibition, % at 10.9 µM | 0.065% of 150,000 active;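 active = inhibition above the mean plus 3 SD of compounds within the control limits, set per campaign, cut at about 38% in these data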;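 note: 0% = DMSO wells and 100% = medium only without gametocytes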
ABCB1 block – human ABCB1 inhibition, ABCG2 as counter-screen | CCRF-Adr cells, JC-1 efflux, flow cytometry | inhibition, % at 6.6 µM | P08183 | 0.067% of 190,000 active; in the data active = inhibition above about 40%;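 note: 0% = vehicle and 100% = reference inhibitor; higher value means more JC-1 retained so stronger ABCB1 efflux block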
Rac1 wt modul – human Rac1 wildtype GTP binding, inhibitors and activators | P63000 | GST-Rac1 beads, fluorescent GTP binding, flow cytometry; actives lie on both sides; 0 = cold GTP competed, 100 = untreated | GTP binding activity (% of control), % at 10 µM | 0.27% of 190,000 active;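 active = GTP binding activity at least 20 points away from the 100% control level, either lower or higher; inconclusive = compound flagged as likely green fluorescent, judged across all proteins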
Cdc42 wt GTP – modulators (inhibitors or activators) of GTP binding to human Cdc42 wildtype; P60953; GST-Cdc42 beads, Bodipy-GTP binding, flow cytometry; actives lie on both sides; percent activity (GTP binding), % at 10 µM; 0.2% of 190,000 active; AID 761;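 active = percent activity GTP binding at least 20 points away from the 100% baseline, either down as inhibitor or up as activator; inconclusive = compound flagged as likely green fluorescent from well-wide comparison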;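 note: median bead fluorescence of bound Bodipy-FL-GTP at 100 nM; 0% = excess unlabeled GTP control and 100% = no compound control; below 100% means less GTP binding so inhibitor and above means activator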
Target sequence (P60953 whole entry, looked up): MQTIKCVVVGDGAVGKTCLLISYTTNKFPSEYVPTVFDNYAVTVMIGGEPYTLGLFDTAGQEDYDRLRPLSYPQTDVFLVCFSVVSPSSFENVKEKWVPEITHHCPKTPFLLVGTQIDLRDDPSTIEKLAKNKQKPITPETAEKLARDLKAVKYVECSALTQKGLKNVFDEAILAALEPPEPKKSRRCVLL
ABCG2 block – inhibitors of human ABCG2 transporter, ABCB1 counter-screen; IgMXP3 cells, JC-1 efflux, flow cytometry; Q9UNQ0; inhibition, % at 6.6 µM; AID 1325; 0.1% of 190,000 active;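 active = inhibition above 80%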;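 note: 0% = DMSO and 100% = nicardipine control wells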
Target sequence (Q9UNQ0 whole entry, looked up): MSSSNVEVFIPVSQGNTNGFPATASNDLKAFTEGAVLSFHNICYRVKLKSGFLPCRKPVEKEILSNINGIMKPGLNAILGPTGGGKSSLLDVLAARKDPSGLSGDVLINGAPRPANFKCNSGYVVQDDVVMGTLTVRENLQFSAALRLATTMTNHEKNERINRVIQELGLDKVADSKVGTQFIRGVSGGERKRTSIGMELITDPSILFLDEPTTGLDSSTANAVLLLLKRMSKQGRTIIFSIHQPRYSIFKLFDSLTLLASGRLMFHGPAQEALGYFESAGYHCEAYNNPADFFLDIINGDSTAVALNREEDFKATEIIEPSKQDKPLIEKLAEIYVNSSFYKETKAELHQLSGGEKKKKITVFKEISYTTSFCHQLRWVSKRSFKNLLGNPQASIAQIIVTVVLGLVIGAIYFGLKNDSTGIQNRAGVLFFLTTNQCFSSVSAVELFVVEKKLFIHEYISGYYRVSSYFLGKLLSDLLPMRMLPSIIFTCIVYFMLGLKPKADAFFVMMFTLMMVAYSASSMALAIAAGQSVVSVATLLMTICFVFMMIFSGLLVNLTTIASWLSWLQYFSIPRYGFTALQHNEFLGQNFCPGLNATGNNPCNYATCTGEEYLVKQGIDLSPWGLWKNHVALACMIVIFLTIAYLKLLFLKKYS
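Test system: IgMXP3 (ABCG2) plus far-red-tagged CCRF-Adr (ABCB1) cells. Reagent: JC-1 dye as substrate. Timing: 10 min exposure at 25 °C with rotation, no wash. Measured by: flow cytometric JC-1 green MFI at 530 nm. Read-out: percent efflux inhibition, scaled nicardipine 100% to DMSO 0%. Control set: nicardipine and DMSO wells.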
Rab2A wt mod – changes GTP binding to wildtype dog Rab2A, up or down | P61105 | GST-Rab2 wt beads, Bodipy-GTP binding, flow cytometry | GTP binding activity, % at 10 µM | 0.19% of 190,000 active | AID 760;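 active = GTP binding activity at least 20 points away from 100%, either lowered or raised; inconclusive = signal likely due to the compound's own green fluorescence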;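 note: 0% = beads with excess unlabeled GTP and 100% = no-compound control corrected for plate trend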
* marks the source's active call; other numbers are inactive results; ? = inconclusive; . = no result given.

SMILES | Rac1 act GTP bind | HRas wt GTP | GSH fluor | Avidin fluor | Rab7 wt GTP bind | Pf gametocyte | ABCB1 block | Rac1 wt modul | Cdc42 wt GTP | ABCG2 block | Rab2A wt mod
CC(=O)c1c(C)[nH]c(C(=O)OCc2ccccc2)c1C | 102 | 100 | 10 | 5 | 98 | -24 | 1.2 | 104 | 102 | 7 | 99
CCn1c(CNc2ccc(OC)cc2)nnc1SCC(=O)Nc1ccc(F)cc1 | 98 | 99 | 11 | 22 | 101 | . | 1.3 | 105 | 101 | 4 | 100
CNc1c([N+](=O)[O-])cnn1-c1ccc(Cl)cc1 | ? | ? | 15 | 16 | ? | 16 | 1.1 | ? | ? | 4 | ?
Cc1ccc(SCC(=O)NC(=O)NCc2ccccc2)c(C)c1 | 95 | 99 | 10 | 4 | 100 | 13 | 0.0 | 100 | 96 | 1 | 100
Cc1cccc(N2C(=O)CC(N3CCN(Cc4ccc5c(c4)OCO5)CC3)C2=O)c1 (stereo not given) | 98 | 105 | 23 | 10 | 102 | . | 0.5 | 102 | 105 | 1 | 101
COC(CNC(=O)c1cc(C(=O)c2c(-c3c(Cl)cccc3Cl)noc2C)c[nH]1)OC | 99 | 96 | 25 | 14 | 101 | -4 | 0.7 | 100 | 96 | 5 | 98
CC(C)(Oc1ccc(Cl)cc1)C(=O)NC1CCSC1=O (stereo not given) | 101 | 103 | 62 | 7 | 97 | . | 1.4 | 103 | 104 | 7 | 101
O=c1[nH]c2ccc(S(=O)(=O)N3CCN(Cc4ccccc4)CC3)cc2[nH]c1=O | 96 | 100 | 9 | 20 | 96 | . | 0.6 | 98 | 100 | 1 | 96
COC(=O)N/N=C/c1cccc(OCCSc2ccc(Cl)cc2)c1 | 96 | 102 | 11 | 13 | 99 | 7 | 0.2 | 101 | 100 | 10 | 97
COC(=O)c1[nH]c2ccc(C)cc2c1NC(=O)CCN1CCN(C2CCCCC2)CC1 | 101 | 103 | 19 | 6 | 105 | . | 0.2 | 105 | 104 | 1 | 104
O=c1[nH]c2cccnc2c2ccsc12 | 94 | 94 | 22 | 14 | 101 | -5 | 0.3 | 85 | 92 | 5 | 94
COc1ccc(C(=O)COC(=O)c2ccc(N(C)C)cc2)cc1 | 94 | 96 | 14 | 8 | 103 | 7 | 0.6 | 93 | 94 | 4 | 99
CCOC(=O)CC(=O)N/N=C/c1c(N)n(C)c(=O)n(C)c1=O | 94 | 96 | 23 | 8 | 101 | -5 | 0.1 | 95 | 94 | 1 | 100
O=C(CSC(=S)N1CCCC1)c1cc(Br)cc(Br)c1O | 93 | 95 | 19 | 10 | 92 | -21 | -0.4 | 99 | 95 | -2 | 95
Cc1ccc(S(=O)(=O)CCC(=O)OCC(=O)Nc2ncc(Cl)cc2Cl)cc1 | 98 | 102 | 23 | 12 | 104 | 5 | 0.0 | 106 | 104 | -1 | 101
COc1ccc(N2CCN(Cc3ccc(Br)s3)CC2)cc1 | ? | ? | 12 | 9 | ? | . | 0.3 | ? | ? | 2 | ?
Cc1cc(C)c(C)c(S(=O)(=O)N2C(=S)NC(=O)C2C(C)C)c1C (stereo not given) | 97 | 98 | 23 | 12 | 100 | 8 | -0.3 | 102 | 100 | -6 | 99
O=C(c1nc2nc(-c3ccccc3)cc(C(F)(F)F)n2n1)N1CCCCC1 | 102 | 104 | 12 | 6 | 103 | . | 0.4 | 106 | 107 | 7 | 105
Cc1ccc(C)c(SCC(=O)OCC(=O)Nc2ncc(C(F)(F)F)cc2Cl)c1 | 93 | 93 | 10 | 23 | 93 | -4 | 0.2 | 97 | 100 | 0 | 91
O=C(O)c1cc(S(=O)(=O)Nc2ccc3c(c2)OCCO3)c(Cl)cc1Cl | 93 | 94 | 15 | 7 | 93 | . | 0.3 | 96 | 95 | -1 | 94
O=C(C1CCOCC1)N1CCC(CO)(CCc2ccccc2)CC1 | 95 | 102 | 11 | 3 | 105 | 7 | 0.6 | 103 | 100 | 1 | 100
O=C(CN1CCN(S(=O)(=O)c2ccc3ccccc3c2)CC1)Nc1ccc2c(c1)CCC2 | 100 | 100 | 5 | 12 | 98 | . | 1.8 | 104 | 101 | -4 | 101
COc1ccc(OC)c(-c2cc(C3CCN(C(=O)OC(C)(C)C)CC3)[nH]n2)c1 | 98 | 98 | 18 | 7 | 101 | 22 | 2.4 | 102 | 96 | 5 | 98
N#CC1=C(N)N2C(=C(C#N)C13CCCC3)Nc1ccccc12 | 95 | 97 | 13 | 12 | 103 | -11 | 0.1 | 97 | 100 | 1 | 101
O=C(NC(=S)Nc1ccc(Cl)cn1)C12CC3CC(CC(C3)C1)C2 | 94 | 96 | 17 | 9 | 104 | -8 | -2.7 | 94 | 95 | -7 | 95

More entries.
SMILES | Rac1 act GTP bind | HRas wt GTP | GSH fluor | Avidin fluor | Rab7 wt GTP bind | Pf gametocyte | ABCB1 block | Rac1 wt modul | Cdc42 wt GTP | ABCG2 block | Rab2A wt mod
O=C(N/N=C/c1c[nH]c2ccccc12)c1[nH]c2ccc(Br)cc2c1-c1ccccc1 | 92 | 92 | 11 | 5 | 94 | -12 | -1.1 | 92 | 91 | -13 | 89
O=C(c1ccc(Cl)cc1)N1CCN(c2cc(=O)[nH]nc2-c2ccccc2)CC1 | 95 | 98 | 13 | 40 | 97 | -38 | 0.2 | 94 | 97 | 1 | 97
Cc1ccc2c(c1)c(C)cc[n+]2Cc1ccccc1 | 101 | 99 | 10 | 10 | 101 | 19 | -0.2 | 104 | 103 | 0 | 99
CCOC(=O)c1nn(-c2ccccc2)c(C(=O)OCC)c1N | 98 | 101 | 4 | 7 | 99 | 4 | 0.4 | 103 | 105 | 6 | 98
O=C(Nc1ccc(OC(F)F)cc1)c1ncc(Cl)c(Cl)c1Cl | 99 | 97 | 7 | 26 | 94 | . | -0.1 | 96 | 96 | 3 | 93
Cc1ccc2nc(-c3ccccc3)c(CN3CCOCC3)n2c1 | 93 | 99 | 14 | 7 | 100 | 2 | 0.6 | 97 | 94 | 0 | 96
Cc1cccn2c(=O)c3cc(C(=O)O)n(C)c3nc12 | 98 | 97 | 10 | 4 | 95 | . | 0.7 | 99 | 99 | 17 | 97
O=C(COC(=O)c1ccc([N+](=O)[O-])s1)Nc1ncc(C(F)(F)F)cc1Cl | 96 | 97 | 16 | 6 | 98 | -26 | -0.2 | 95 | 99 | 1 | 95
Cc1ccc(C)n1-c1ccc(C(=O)Nc2ccccc2)cc1 | 99 | 101 | 10 | 5 | 99 | 2 | -0.1 | 104 | 105 | 1 | 100
Cc1ccc(N2C(=O)c3ccccc3C2=O)cc1C | 98 | 101 | 14 | 3 | 97 | -13 | -0.1 | 103 | 102 | 1 | 101
CCN(CC)S(=O)(=O)c1ccc(C2CNC(=O)C2)cc1 (stereo not given) | 102 | 100 | 23 | 7 | 100 | . | -3.1 | 104 | 103 | -5 | 100
CCOC(=O)c1oc2ccc(CNCCO)c(Cl)c2c1C | 98 | 102 | 10 | 23 | 96 | 2 | 1.4 | 100 | 106 | 3 | 101
CN(c1ccccc1)S(=O)(=O)c1cccc(C(=O)OCC(=O)NCc2ccco2)c1 | 95 | 98 | 13 | 10 | 96 | -14 | -1.6 | 95 | 98 | 17 | 98
Cc1cc(C)n(C(=O)c2c([N+](=O)[O-])cnn2C)n1 | 97 | 101 | 15 | 5 | 102 | . | -0.5 | 107 | 103 | -1 | 102
CCn1c(SCC(=O)N2CCc3ccccc3C2)nc2c1c(=O)n(C)c(=O)n2C | 97 | 97 | 46 | 8 | 97 | 14 | 0.7 | 100 | 97 | 2 | 95
C[C@H](NC(=O)c1ccc(Cl)cc1)C(=O)NCCc1ccc(S(N)(=O)=O)cc1 | 95 | 100 | 11 | 8 | 106 | 12 | 0.9 | 99 | 97 | 3 | 101
CCOc1ccc(NC(=S)NC(C)c2cccs2)cc1 (stereo not given) | 95 | 98 | 11 | 4 | 102 | . | 0.0 | 101 | 96 | 9 | 99
COc1ccc(-n2nc(C(=O)NCC(=O)NCc3ccccc3OC)c3ccccc3c2=O)c(OC)c1 | 96 | 103 | 11 | 6 | 109 | -10 | 2.2 | 104 | 99 | 4 | 103
Cc1ccc(C2N(c3ccccc3)C(=S)N3CCCN23)cc1 (stereo not given) | 97 | 100 | 22 | 15 | 104 | -9 | 1.1 | 100 | 101 | 3 | 101
Cc1oc(C2CC2)cc1C(=O)O | 96 | 97 | 23 | 14 | 96 | 17 | 0.6 | 94 | 99 | 4 | 98
CN1/C(=C\C(=O)c2ccccc2Cl)c2ccccc2CC1(C)C | 99 | 101 | 9 | 12 | 102 | 10 | 0.6 | 105 | 101 | 3 | 100
COc1ccc(NC(=O)CSc2nnc(-c3ccccc3C)n2C)cc1 | 102 | 104 | 9 | 8 | 101 | 11 | -0.2 | 109 | 104 | -1 | 104
Brc1ccc(-c2noc(C3CCCCC3)n2)cc1 | 97 | 96 | 22 | 6 | 97 | 18 | 0.3 | 99 | 96 | 7 | 96
OC1(c2ccc(Cl)cc2)CN(c2ccccc2)C2=[N+]1CCS2 (stereo not given) | 95 | 95 | 20 | 6 | 96 | -7 | 0.5 | 101 | 99 | 8 | 96
CCOC(=O)c1[nH]c2ccccc2c1CCCN1C(=O)c2ccccc2C1=O | 97 | 98 | 9 | 18 | 95 | . | 2.4 | 99 | 99 | 9 | 95

Next part:
SMILES | Rac1 act GTP bind | HRas wt GTP | GSH fluor | Avidin fluor | Rab7 wt GTP bind | Pf gametocyte | ABCB1 block | Rac1 wt modul | Cdc42 wt GTP | ABCG2 block | Rab2A wt mod
Cc1nn(CCO)c(C)c1Oc1ccccc1O | 100 | 104 | 20 | 7 | 100 | . | 0.5 | 104 | 106 | 1 | 104
Cc1ccc(-n2nc(C)c(/C=N/n3c(C)n[nH]c3=S)c2Cl)cc1 | 95 | 98 | 24 | 10 | 102 | -3 | -1.1 | 99 | 98 | -4 | 98
CC1(C)Cc2c(sc(/N=C/N3CCCC3)c2C#N)C(C)(C)N1 | 101 | 100 | 23 | 6 | 100 | . | 0.2 | 108 | 101 | 0 | 100
COc1ccc(NC(=O)C2CCCN(c3nc(C)cc(C)n3)C2)cc1 (stereo not given) | 95 | 100 | 16 | 10 | 102 | 1 | 0.7 | 102 | 97 | 4 | 97
CCCCCCn1c(N2CCN(c3ccccc3)CC2)nc2c1c(=O)[nH]c(=O)n2C | 99 | 99 | 14 | 21 | 103 | . | 1.3 | 103 | 100 | 8 | 97
CN(C1CCS(=O)(=O)C1)S(=O)(=O)c1ccccc1[N+](=O)[O-] (stereo not given) | 98 | 102 | 5 | 3 | 101 | 5 | 0.2 | 105 | 101 | 2 | 99

Screening results as filed in PubChem.
